Screens: PubChem BioAssay, National Center for Advancing Translational Sciences (NCATS)
ATXN2 expr inh – Primary qHTS for Inhibitors of ATXN expression | HEK-293 ATXN2-luciferase reporter, luminescence, 24 h | Potency, µM (titrated, usually from 57 µM), inactives show at the top dose activity change, negative = inhibition, hits mostly inhibitors | 360,000 compounds, 0.72% hits; further: on the % scale 0 is the no-effect control and ±100 the full control effect; nearly all actives have a fitted effect of over 55% in size
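qHTS (up to 57 uM final) was run with 24 h compound exposure of reporter cells at 37 °C. Each well was multiplexed: SteadyGlo luminescence measured ATXN2-luciferase expression after a fluorogenic Gly-Phe-AFC viability readout (25 uM final).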
Nrf2 block – Nrf2 qHTS screen for inhibitors; AID 504444, 2011; 360,000 compounds, 2.1% hits; A549 ARE-Fluc reporter, luciferase luminescence, 18-24 h; Potency, µM (top dose mostly 46 µM), inactives show at the highest dose activity change, negative = inhibition, hits mostly inhibitors; further: on the % scale 0 is the no-effect control and ±100 the full control effect; nearly all actives have a fitted effect of over 60% in size
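Two sequential reads on A549 ARE_Fluc cells exposed to compound for 18-24 h: a CellTiter-Fluor fluorescence read for viability, then a luciferase luminescence read for Nrf2/ARE activity.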
A549 viability – Nrf2 qHTS screen for inhibitors: counterscreen for cytotoxicity; AID 504648, 2011; A549 ARE-Fluc cells, CellTiter-Fluor viability, 18-24 h; 390,000 compounds, 0.16% hits; Potency, µM (series often up to 46 µM), inactives show at the top dose activity change, negative = cytotoxicity, most hits filed as inhibitors; further: on the % scale 0 is the no-effect control and ±100 the full control effect
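A549 ARE-Fluc cells in 5% FBS OPTI-MEM, 5000 cells/well, rested 2 h then exposed to compounds in concentration-response for 18-24 h at 37 °C. Viability by CellTiter-Fluor fluorescence (Ex 405/Em 525) after 30 min; luciferase luminescence (BugLite, 15 min, RT) read afterwards.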
TGFb SMAD3 inh – qHTS for Inhibitors of TGF-b. HepG2 CAGA-GFP TGF-b/SMAD3 reporter, GFP fluorescence, 18 h; TGF-beta stimulated, 500 pg/mL final. Potency, µM (highest dose often 46.1 µM), for the others: top-dose activity, negative = inhibition, most hits filed as inhibitors. 410,000 compounds, 1.2% hits. AID 588855, 2011; further: on the % scale 0 is the no-effect control and ±100 the full control effect; nearly all actives have a fitted effect of over 65% in size
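HEPG2 CAGA-GFP, 1000 cells/well; 2 h settle, 37 C; cpd via pin tool; TGF-b 500 pg/mL final; 18 h, 37 C; GFP imaging ex488/em500-530; %Activity normalised to -TGF-b and +DMSO controls; CRC fit, curve class.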
S2 tox – Viability Counterscreen for Primary qHTS for Inhibitors of ATXN expression; AID 651635, 2014; Potency, µM (top dose mostly 56.7 µM), actives largely listed as cytotoxic; S2 cells (HEK-293 line with an ATXN2-luciferase reporter) viability, CellTiter-Fluor protease fluorescence, 24 h; 400,000 compounds, 0.49% hits; further: nearly all actives have a fitted effect of over 40% in size
EPAC2 antag – qHTS for Antagonist of cAMP-regulated guanine nucleotide exchange factor 2 (EPAC2): primary screen | Rap guanine nucleotide exchange factor 4 (Homo sapiens), Q8WZA2 | EPAC2 GEF exchange of Rap1B-BODIPY-GDP, fluorescence | Potency, µM (top dose mostly 114 µM), for the others: at the highest dose activity, negative = inhibition, actives largely listed as inhibitors | 360,000 compounds, 0.18% hits | AID 720708, 2013; further: on the % scale 0 is the no-effect control and ±100 the full control effect; nearly all actives have a fitted effect of over 45% in size; many of its hits are not listed in these tables
Target sequence (Q8WZA2 whole entry, looked up): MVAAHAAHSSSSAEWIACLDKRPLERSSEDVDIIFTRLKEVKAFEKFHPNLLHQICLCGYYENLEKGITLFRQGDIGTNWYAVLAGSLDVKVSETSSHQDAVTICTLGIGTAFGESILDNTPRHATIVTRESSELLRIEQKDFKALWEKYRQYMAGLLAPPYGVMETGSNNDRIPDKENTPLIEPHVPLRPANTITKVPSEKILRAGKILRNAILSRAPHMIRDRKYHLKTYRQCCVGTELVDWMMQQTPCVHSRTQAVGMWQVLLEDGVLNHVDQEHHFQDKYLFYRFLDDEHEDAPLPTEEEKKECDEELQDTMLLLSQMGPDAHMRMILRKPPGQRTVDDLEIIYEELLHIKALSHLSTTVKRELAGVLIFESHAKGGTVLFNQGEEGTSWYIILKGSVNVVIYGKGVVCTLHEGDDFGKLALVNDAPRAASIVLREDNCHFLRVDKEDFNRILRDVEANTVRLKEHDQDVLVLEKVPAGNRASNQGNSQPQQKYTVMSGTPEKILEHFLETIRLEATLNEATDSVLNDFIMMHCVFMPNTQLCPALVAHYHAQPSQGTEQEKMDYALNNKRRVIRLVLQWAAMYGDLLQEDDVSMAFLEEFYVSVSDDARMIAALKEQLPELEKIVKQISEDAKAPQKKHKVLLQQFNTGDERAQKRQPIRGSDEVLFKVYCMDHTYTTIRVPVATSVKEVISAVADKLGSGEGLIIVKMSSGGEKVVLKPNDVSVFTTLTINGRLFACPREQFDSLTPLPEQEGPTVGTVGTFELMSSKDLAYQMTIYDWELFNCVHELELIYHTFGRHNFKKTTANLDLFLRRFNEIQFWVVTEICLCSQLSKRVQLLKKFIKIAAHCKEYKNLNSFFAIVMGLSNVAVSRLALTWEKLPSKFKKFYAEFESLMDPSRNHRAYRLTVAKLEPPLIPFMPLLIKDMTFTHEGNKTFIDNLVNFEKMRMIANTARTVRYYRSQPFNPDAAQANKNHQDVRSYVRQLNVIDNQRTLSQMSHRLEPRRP
HepG2 viability – qHTS for Inhibitors of TGF-b: Cytotox Counterscreen | HepG2 CAGA-GFP viability, ATP luminescence, 18 h | Potency, µM (doses to about 46.1 µM), inactives show top-dose activity change, negative = cytotoxicity, hits mostly cytotoxic | 410,000 compounds, 0.76% hits; further: some results filed as inactive show a strong effect at the top dose
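CellTiter-Glo luminescence gave cytotoxicity after 18 hours at 37 degrees C. The cells were HepG2 CAGA-GFP in 1% FBS DMEM, stimulated with 500 pg/mL TGF-beta after compound addition. %Activity was normalised to no-cell wells (complete cell-killing) and DMSO (no toxicity), and curves were fitted and classified.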
MCF10A rerep – A quantitative high throughput screen for small molecules that induce DNA re-replication in MCF 10a normal breast cells. MCF 10A DNA re-replication, Hoechst nuclear intensity, 48 h. Potency, µM (titrated, usually from 46.1 µM), without a hit: at the top dose activity, positive = re-replication, usual class: activators. 350,000 compounds, 2.9% hits; further: % of control where 0% means no effect; nearly all actives have a fitted effect of over 50% in size
Nrf2 activator – qHTS of Nrf2 Activators; AREc32 ARE-luciferase reporter (MCF7-derived line), luminescence, 24 h; Potency, µM (titrated, usually from 46.1 µM), inactives show top-dose activation, most hits filed as activators; 410,000 compounds, 0.31% hits; further: % of control where 0% means no effect; nearly all actives have a fitted effect of over 65% in size
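ARE-driven firefly luciferase activity in AREc32 cells measured after a 24 hr compound exposure at 37 deg C, using Steady-Glo reagent and a 30 min room-temperature hold.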
Active calls of the source: *; i = inactive; ? = inconclusive; nt = not tested or not shown; & = joins results of further samples; [ ] = another dose, or the depositor's remark. The call rests on the fitted dose curve; in most records, active means well fitted curve in the direction sought with a large enough effect; inconclusive means small, poorly fitted or top-dose-only effect, or another doubt; inactive means no such curve, though single readings can be large; an effect the other way counts as inactive or inconclusive. Potency means the concentration at half of the fitted maximal effect. Only part of the results is shown (hit frequency here may not be typical).

SMILES | EPAC2 antag | Nrf2 block | A549 viability | ATXN2 expr inh | MCF10A rerep | S2 tox | Nrf2 activator | TGFb SMAD3 inh | HepG2 viability
CC1CCC(C(C)C)C(OC(=O)CSc2nccc(=O)[nH]2)C1 (stereo not drawn) | 2% | 4% | 15% | 4% | -1% | i | 0.4% | 6% | -35%
CCN1C(=O)[C@@H]2[C@H](C1=O)[C@@H]1C(=O)Nc3ccccc3C(=O)N1[C@@H]2c1cccc(Cl)c1 | 1% | 13% | -3% | 4% | -11% | i | 2.1% | -1% | 4%
CCCCNc1ncnc2[nH]ncc12 | -5% | -13% | -1% | -4% | ? | i | -0.5% | -21% | -27%
Cc1[nH]c(=O)[nH]c(=O)c1S(=O)(=O)N1CCCc2ccccc21 | 2% | -22% | 1% | nt | 7% | i | -0.2% | -2% | 7%
Cc1sc2nc(C(C)C)nc(SCC(=O)N3CCN(C(=O)c4ccco4)CC3)c2c1C | -14% | ? | 9% | 32µM* | -14% | nt | 2.2% | -50% | -13%
O=C(COc1ccccc1Br)N1CCN(c2ccccc2)CC1 | -4% | 3% | -20% | 7% | 14% | i | 0.0% | 15% | -8%
N#C/C(=C(/O)CN1CCN(c2ccccc2F)CC1)c1nc(-c2ccc(Cl)cc2)cs1 | -15% | 13% | 3% | ? | 27% | i | 4.5% | 7.9µM* | -44%
COc1ccccc1Nc1nc2ccccc2n2cnnc12 | 9% | 12% | -2% | 35% | 15% | i | ? | 12% | -11%
CCN(Cc1ccccc1)Cc1c(O)ccc2c(=O)c(-c3ccccc3OC)c(C(F)(F)F)oc12 | nt | ? | -14% | 2% | nt | i | 4.1% | ? | -16%
Cc1ccc(-n2c(=O)[nH]c3c(C(N)=O)nc(C(C)C)nc32)cc1 | 9% | -2% | -4% | -27% | 8% | i | -0.2% | 2% | 0%
O=C(OCC(O)COc1ccccc1)c1ccc([N+](=O)[O-])cc1 (stereo not drawn) | 2% | 6% | 0% | nt | 1% | i | -0.8% | -21% | -9%
CCOC(=O)c1ccc(N2Cc3ccccc3C2=NC(=O)c2ccncc2)cc1 | -5% | 0% | -2% | -6% | 2% | ? | 3.2% | -16% | -18%

Look-ups from the results shown:
CC1CCC(C(C)C)C(OC(=O)CSc2nccc(=O)[nH]2)C1 (stereo not drawn) in Nrf2 block is listed with 4%
CCN1C(=O)[C@@H]2[C@H](C1=O)[C@@H]1C(=O)Nc3ccccc3C(=O)N1[C@@H]2c1cccc(Cl)c1 in Nrf2 block is listed with 13%

Following part.
SMILES | EPAC2 antag | Nrf2 block | A549 viability | ATXN2 expr inh | MCF10A rerep | S2 tox | Nrf2 activator | TGFb SMAD3 inh | HepG2 viability
Cc1cccc(NS(=O)(=O)c2ccc3c(c2)CC(C)N3C(=O)C2CCC2)c1C (stereo not drawn) | nt | ? | -4% | -21% | nt | ? | -0.2% | ? | -7%
O=C(c1ccc(F)cc1)c1ccc(-c2ccc(F)cc2)nc1 | -3% | 12% | -2% | 27% | 10% | i | -0.6% | 4% | 2%
Cc1cc(C[n+]2ccccc2)c2nsnc2c1 | 7% | ? | -13% | -20% | ? | i | -0.1% | -13% | -25%
Cc1c(NS(=O)(=O)c2ccc(NCC3CCCO3)c([N+](=O)[O-])c2)c(=O)n(-c2ccccc2)n1C (stereo not drawn) | -1% | -7% | 1% | nt | 9% | i | -0.4% | 1% | -4%
Cc1cccc(S(=O)(=O)NC(=O)C2(C)CCN2C(=O)c2ccccc2)c1 (stereo not drawn) | -10% | nt | nt | 14% | nt | i | 0.2% | 11% | -15%
Cc1ccc(-c2nc(CN3CCCCC3c3cccc(F)c3)c(C)o2)o1 (stereo not drawn) | -5% | 3% | -5% | -9% | ? | i | 0.0% | 7% | -2%
CCOCCOC(=O)COC(=O)c1ccccc1NC(=O)c1ccccc1 | -9% | 9% | 2% | 18% | ? | i | -0.3% | 0% | 1%
CCN(CCCNC(=O)CNC(=O)c1nn(-c2ccc(OC)cc2)c(=O)c2ccccc12)c1cccc(C)c1 | -13% | ? | ? | -24% | 17% | ? | 0.2% | -1% | -11%
CC(C)N1CC(O)=C(c2nc3ccccc3[nH]2)C1=N | 13% | 4% | 0% | 32% | 8% | i | 0.1% | -4% | 2%
CCOC(=O)Cn1c2ccc(F)cc2c2nc(C)sc21 | -6% | ? | 1% | -14% | 1% | i | -0.4% | -10% | -8%
Cc1ccccc1S(=O)(=O)N(C)C[C@H]1OCc2cn(nn2)CCCC(=O)N([C@@H](C)CO)C[C@@H]1C | -12% | nt | nt | 12% | nt | i | -0.9% | -1% | -37%
CC(C)=Cc1oc2ccc([N+](=O)[O-])cc2c1N1CCOCC1 | -2% | 5% | -1% | 6% | -1% | i | -0.1% | 14% | 1%
C[C@H]1CCC2[C@](C)(CO)[C@@H](O)CC[C@]2(C)[C@@]12CCC(CO)(CCO)O2 (stereo partly drawn) | -4% | -8% | 4% | 9% | -2% | i | 0.4% | 0% | -3%
CC(C)c1ccc(Nc2cc(C(=O)NCc3cccs3)c3ccccc3n2)cc1 | nt | -12% | -1% | 3% | nt | i | -0.2% | 20% | -8%
Cc1sc[n+](CC(=O)c2ccc(Br)cc2)c1C | 1% | 8% | 2% | -15% | 0% | i | -0.4% | 15% | 3%
C/C(=N\NS(=O)(=O)c1ccc(Cl)c([N+](=O)[O-])c1)c1cc2ccccc2o1 | 0% | 6% | -2% | -3% | ? | i | -0.3% | 7% | -3%
COc1cc(NC(=O)Cn2c(=O)n(CC3CCCO3)c(=O)c3ccccc32)cc(OC)c1 (stereo not drawn) | 1% | ? | 10%&-7% | 8% | 1% | i | -0.1%&-0.4% | 6%&0% | 10%&2%
CN(C)S(=O)(=O)c1ccc(-n2cccc2)cc1 | -1% | 24% | -3% | 6% | -1% | i | -0.1% | 0% | 3%
CC(=O)/C(=N/Nc1ccccc1)Sc1nnc(C(O)c2ccccc2)n1-c1ccccc1 (stereo not drawn) | 0% | 14% | 0% | nt | 8% | ? | -0.3% | -32% | 1%
COc1ccc(-c2coc3c(C(=O)Nc4cccnc4)cccc23)c(C)c1 | -14% | nt | nt | -12% | nt | ? | 4.6% | -7% | -16%
CCc1nn2c(N3CCOCC3)cc(C)nc2c1-c1ccccc1 | 2% | ? | -2% | nt | 3% | i | -1.1% | 10% | 2%
CC1CC(C)CN(C(=O)CCc2ccccc2)C1 (stereo not drawn) | -7% | -6% | 5% | -22% | 7% | nt | 0.7% | -19% | 3%
O=C(NC1CCCC1)C(c1ccsc1)N(C(=O)Cc1cccs1)c1cccc(F)c1 (stereo not drawn) | 8% | 3% | -6% | 8% | 23% | i | -0.1% | -25% | -2%
Fc1ccc(-c2csc3ncnc(Nc4ccc(N5CCOCC5)cc4)c23)cc1 | -7% | nt | 9% | -16% | -2% | i | 1.8% | 15% | -10%

Compound profiles, as listed above. Screens in order: EPAC2 antag, Nrf2 block, A549 viability, ATXN2 expr inh, MCF10A rerep, S2 tox, Nrf2 activator, TGFb SMAD3 inh, HepG2 viability
Cc1sc[n+](CC(=O)c2ccc(Br)cc2)c1C in the list: 1%, 8%, 2%, -15%, 0%, i, -0.4%, 15%, 3%
CCc1nn2c(N3CCOCC3)cc(C)nc2c1-c1ccccc1 in the list: 2%, ?, -2%, nt, 3%, i, -1.1%, 10%, 2%
COc1cc(NC(=O)Cn2c(=O)n(CC3CCCO3)c(=O)c3ccccc32)cc(OC)c1 (stereo not drawn) in the list: 1%, ?, 10%&-7%, 8%, 1%, i, -0.1%&-0.4%, 6%&0%, 10%&2%

The results go on.
SMILES | EPAC2 antag | Nrf2 block | A549 viability | ATXN2 expr inh | MCF10A rerep | S2 tox | Nrf2 activator | TGFb SMAD3 inh | HepG2 viability
COc1ccc(OC)c(NC(=O)/C=C/c2ccc(S(=O)(=O)N3CCOCC3)cc2)c1 | 8% | -23% | 1% | -26% | 7% | i | 9.7% | -3% | -3%
Cc1nnsc1-c1nnc(SCC(=O)c2ccccc2)n1C1CC1 | 4% | -23% | 6% | -3% | 1% | i | 4.9% | 5% | 17%
Cc1cccc(-n2nc([N+](=O)[O-])c(N3CCN(C(=O)c4ccco4)CC3)[n+]2[O-])c1 | -3% | 2% | -6% | 12% | ? | ? | -0.7% | 0% | -24%
CC(=O)Oc1ccc(C2OC(=O)c3ccccc3N2C(C)=O)cc1 (stereo not drawn) | 0% | -8% | 0% | 3% | 5% | i | 3.1% | -6% | -19%
CCCCn1c(SCC(=O)NCc2ccco2)nc2c(sc3ccccc32)c1=O | 14% | -11% | -8% | -8% | -1% | i | 2.3% | -20% | -6%
CC(=O)Nc1ccc(S(=O)(=O)N(C)CC(=O)Nc2nc3ccccc3[nH]2)cc1 | 12% | 15% | 2% | 5% | 15% | i | 0.5% | -17% | -9%
COc1cc(SC)ccc1C(=O)Nc1ncc(Cl)cc1Cl | -12% | ? | 9% | 37%[activator] | 0% | i | 2.8% | 12% | -21%
COc1cccc(OC)c1OCC(C)CNCC1CCCO1 (stereo not drawn) | 7% | 5% | 2% | -8% | -4% | i | 1.4% | 5% | -48%
CCOC(=O)c1[nH]c2ccc(C)cc2c1NC(=O)CN1CCCCC1 | -1% | -12% | 0% | 1% | 17% | i | 0.0% | 10% | -34%
